ARNT-TACC3 inh: ARNT/TACC3 interaction disruption. Q9Y6A5. AlphaScreen His-ARNT PAS-B/GST-TACC3 binding, luminescence; TACC3 fragment carries E629A point mutation. hit rate 0.66% among 390,000. inhibition, % at 9.99 µM. AID 623870;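 active means mean inhibition of replicates at least 50% and at least half of replicates each reaching 50%; inconclusive means half or more replicates reach 50% but mean below 50%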;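 further: 0% = complete ARNT plus TACC3 wells and 100% = ARNT alone without TACC3; many hits fall short of the cut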
ERp5 block: blocks human ERp5 reductase activity on insulin. hit rate 0.05% among 350,000. ERp5 insulin aggregation, absorbance 650 nm, 90 min. Q15084. inhibition, % at 9.99 µM;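 active means mean replicate inhibition above about 25%, with every replicate also reaching it, limit read from the data, passing the limit was not always enough; inconclusive means only one of those two criteria met; inactive means neither criterion met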
Target sequence (Q15084 whole entry, looked up): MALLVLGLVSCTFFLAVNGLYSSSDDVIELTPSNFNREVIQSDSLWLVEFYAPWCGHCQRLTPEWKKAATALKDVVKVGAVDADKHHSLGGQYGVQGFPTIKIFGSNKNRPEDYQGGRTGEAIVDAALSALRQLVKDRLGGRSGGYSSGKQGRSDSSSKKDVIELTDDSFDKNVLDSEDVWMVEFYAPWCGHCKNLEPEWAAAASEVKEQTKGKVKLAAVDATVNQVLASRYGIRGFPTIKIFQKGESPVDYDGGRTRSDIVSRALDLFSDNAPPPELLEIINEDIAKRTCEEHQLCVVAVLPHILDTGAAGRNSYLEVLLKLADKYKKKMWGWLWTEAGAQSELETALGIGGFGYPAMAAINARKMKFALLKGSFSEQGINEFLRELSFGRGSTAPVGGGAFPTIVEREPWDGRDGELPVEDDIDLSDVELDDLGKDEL
SIRT5 block: blocks human SIRT5 desuccinylation of peptide. Purified SirT5, succinyl-peptide AMC, trypsin-coupled fluorescence. hit rate 1.1% among 330,000. inhibition, % at 15 µM; in the data active means inhibition above about 15%; inconclusive means no clear call, values can overlap the other calls
Target sequence (Q9NXA8 whole entry, looked up): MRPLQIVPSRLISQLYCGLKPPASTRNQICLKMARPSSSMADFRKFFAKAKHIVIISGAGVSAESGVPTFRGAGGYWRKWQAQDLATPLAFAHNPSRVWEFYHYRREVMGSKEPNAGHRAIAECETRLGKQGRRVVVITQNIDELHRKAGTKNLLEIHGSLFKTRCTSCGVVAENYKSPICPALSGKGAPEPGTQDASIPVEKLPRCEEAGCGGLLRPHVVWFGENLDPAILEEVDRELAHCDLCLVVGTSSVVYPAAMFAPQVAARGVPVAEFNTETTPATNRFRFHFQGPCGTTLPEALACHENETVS
miR-122 sensor: blocks miR-122 activity in Huh7 sensor cells. Huh7 miR-122 Renilla luciferase sensor, 48 h; neutral wells = 0, positive control = 100. activation (reporter increase), % at 12.5 µM. hit rate 0.3% among 340,000. AID 602342;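 active means mean replicate activation score at least 90 and every replicate individually at or above 90; inconclusive means only one of the two criteria met; inactive means neither criterion met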;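 further: higher luciferase means less miR-122 activity so hits act as miR-122 inhibitors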
C2C12 statin: protects C2C12 myotubes from simvastatin toxicity; ATP luminescence, 48 h; scaled: DMSO 0, geranylgeraniol control 100; rescue of ATP level, % at 7.49 µM; hit rate 0.78% among 330,000;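 active means mean ATP rescue above about 67%, or every replicate alone reaching that limit, limit read from the data, passing the limit was not always enough; inconclusive means no clear call, values can overlap the other calls; inactive means mean under the limit and some replicate under it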;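 further: myotubes were challenged with 10 µM simvastatin during compound exposure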
esBAF inh: SWI/SNF esBAF complex inhibition | mouse ES cells, Bmi1-luciferase knock-in reporter, 24 h; 100% = twice the neutral-well signal | reporter increase, % at 12.5 µM | hit rate 2% among 350,000; in the data active means activation above about 40%; inconclusive means no clear call, values can overlap the other calls;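 further: 0% = median of the plate's neutral control wells and 100% = double that signal; a rise in the Bmi1 reporter signal indicates esBAF inhibition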
Cneo AK release: Cryptococcus neoformans lysis via adenylate kinase release; C. neoformans lysis, adenylate kinase release luminescence, 4 h; normalised: neutral wells 0, clomiphene wells 100; lysis activity, % at 15 µM; hit rate 0.2% among 360,000;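 active means mean lysis activity across replicates of at least 80%, whatever share of replicates individually reach that level; inactive means mean lysis activity below 80%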
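Material: C. neoformans cells; Schedule: 4 h static compound exposure, 37 °C, read 1 h post-reagent; Measured by: adenylate kinase release luminescence; Read-out: signal increase indicating cell lysis; Controls: Clomiphene as positive lysis control.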
* = called active by the depositor; ? = inconclusive; nt = no result given; [ ] = remark or other dose.

SMILES | ARNT-TACC3 inh | ERp5 block | SIRT5 block | miR-122 sensor | C2C12 statin | esBAF inh | Cneo AK release
O=C(CSc1nnc(-c2ccncc2)n1Cc1ccccc1)NC1CCCCC1 | -3 | -1 | -3 | 1 | -2 | 4 | -2
COc1ccccc1S(=O)(=O)N(C)C[C@H]1Oc2cc(C#CCC3CCCC3)ccc2S(=O)(=O)N([C@@H](C)CO)C[C@@H]1C | 16 | 10 | 19* | 40[16.7 µM] | -16 | 0 | -2
CCOC(=O)CSc1nnc(NC(=O)C2CC(=O)N(c3ccc(F)cc3)C2)s1 (stereo not drawn) | 2 | -4 | -1 | -6 | -4 | -1 | -2
Cc1ccc(C(NC(=O)NCCCN2CCOCC2)=C(Cl)Cl)cc1F | nt | nt | nt | -2 | 33 | -7 | 0
O=C(C#Cc1ccccc1)c1cccc([N+](=O)[O-])c1 | 8 | 10 | -2 | 4 | -256 | 5 | -1
CCc1nc2c(OCCOc3ccc(F)cc3)cccn2c1N(C=O)Cc1ccccc1 | nt | -1 | -3 | 2 | 11 | -1 | 3
COc1ccc2c(c1OC)C(=O)OC2Nc1ccccc1S(=O)(=O)C(F)F (stereo not drawn) | 0 | nt | nt | -4 | -8 | -4 | 94*
O=C(NCCSc1c[nH]c2ccccc12)c1ccco1 | 0 | 2 | 1 | 2 | -3 | 10 | 6
COc1ccc(S(=O)(=O)Nc2ccccc2SC)cc1C | -4 | nt | nt | 6 | 1 | -3 | 0
COc1ccc(/C=N/NC(=S)NCCc2ccccc2)cc1 | -26 | 1 | -5 | 22 | 4 | -4 | 11
COc1ccc(CN2CCN(c3ccccn3)CC2)c(OC)c1 | 4 | nt | nt | -14 | 7 | -5 | 0
Cc1noc(C)c1C(=O)OC(C)C(=O)c1ccc(C(C)(C)C)cc1 (stereo not drawn) | nt | -8 | nt | -3 | 0 | -2 | 0
COc1ccc(OCCCC(=O)Nc2cc(S(=O)(=O)N3CCCCC3)ccc2C)cc1 | 16 | -6 | 9 | 14 | -3 | -7 | 1
O=C(c1ccccc1)N1CCN(c2ccc([N+](=O)[O-])c(NCC3CCCO3)c2)CC1 (stereo not drawn) | 8 | -1 | 3 | -9 | -4 | -5 | 1
C[C@@H]1CN([C@H](C)CO)C(=O)c2cc(NC(=O)Nc3ccc(F)cc3)ccc2O[C@@H](C)CCCCO[C@@H]1CN(C)C(=O)NC1CCCCC1 | 2 | 6 | 1 | 1[16.7 µM] | nt | 0 | 0
COC(=O)c1scc(C)c1-n1ccc(C(=O)C(=O)N(C)C)c1 | nt | -4 | 2 | -17 | 3 | 2 | -1
CCOC(=O)CSC1=C(C#N)C(c2ccc(C)cc2)C2=C(CCCC2=O)N1 (stereo not drawn) | 32 | nt | nt | 2 | 10 | 0 | 3
O=C(NCC[C@H]1CC[C@@H](NC(=O)C2CCC2)[C@H](CO)O1)c1ccc(F)cc1 | 7 | -6 | -2 | nt | -4 | -1 | 0
Cc1ccc(NC(=O)CSc2nnc(COc3ccccc3F)n2N)cc1S(=O)(=O)N1CCOCC1 | nt | 0 | 1 | nt | -8 | -3 | 0
Cc1ccc(-c2ccc([C@@H]3[C@@H](CO)N4CCCCN(S(=O)(=O)c5cccc(C)c5)C[C@H]34)cc2)cc1 | 24 | -4 | 23* | 11[16.7 µM] | nt | nt | 5
O=[N+]([O-])c1cc(S(=O)(=O)N2CCCCC2)ccc1NCCN1CCOCC1 | -7 | 3 | 0 | -1 | nt | nt | nt
C[C@@H]1CN([C@H](C)CO)C(=O)CCCn2nncc2CO[C@H]1CN(C)C(=O)Nc1ccc(F)cc1 | -2 | 1 | 6 | -3[16.7 µM] | 11 | 4 | 0
O=C(N[C@@H]1CC[C@H](CCNS(=O)(=O)c2ccc(F)cc2)O[C@H]1CO)C1CC1 | -4 | -2 | 3 | nt | 5 | 3 | 1
CCS(=O)(=O)N[C@H]1CC[C@@H](CC(=O)Nc2ccc(-c3ccccc3)cc2)O[C@@H]1CO | 17 | 0 | 0 | -3[16.7 µM] | 11 | 4 | -2
COC(=O)c1sc(N)c(C(=O)OC)c1COC(=O)C1CC(=O)N(Cc2ccco2)C1 (stereo not drawn) | 0 | nt | nt | 2 | -15 | -1 | 1
CCCNC(=O)N(C)C[C@@H]1Oc2cc(C3=CCCCC3)ccc2S(=O)(=O)N([C@@H](C)CO)C[C@@H]1C | 4 | 1 | -13 | 9[16.7 µM] | 95* | 1 | -2
O=C(COC(=O)c1ccc2ccccc2n1)Nc1ccccc1Br | -7 | 11 | 1 | -1 | -9 | nt | 1
COc1cccc(NC(=O)CSc2ncnc3c2oc2ccccc23)c1 | 0 | -6 | nt | -6 | 2 | 2 | -1
CCN1CCCC1CNc1ncnc2c1[nH]c1ccc(Cl)cc12 (stereo not drawn) | 26 | nt | nt | -4 | nt | 11 | 2
Cc1ccc(-n2ccnc(SCC(=O)NC3CCCCC3)c2=O)cc1F | 1 | 6 | -4 | nt | nt | nt | 6
CC(C)NC(=O)CSc1nnc(-c2ccco2)n1N | -4 | nt | nt | -3 | -8 | -3 | -2
O=C(Nc1ccccc1)N1CCCCN2[C@H](CO)[C@H](c3ccc(-c4ccncc4)cc3)[C@@H]2C1 | 3 | 0 | 1 | 6[16.7 µM] | -1 | 2 | -1
COc1ccc(NC(=O)N(C)C[C@H]2Oc3ccc(NC(=O)Nc4cccc5ccccc45)cc3CC(=O)N([C@H](C)CO)C[C@@H]2C)cc1 | 1 | -2 | 1 | 0[16.7 µM] | 44 | 0 | 39
C[C@H](CO)N1C[C@H](C)[C@@H](CN(C)C(=O)Nc2cccc3ccccc23)Oc2ccc(NC(=O)Cn3cnnn3)cc2C1=O | -3 | 7 | 4 | -1[16.7 µM] | -8 | -2 | 45
CCOc1ccc(NC(=O)COc2ccc(S(=O)(=O)N3CCOCC3)cc2)cc1 | -9 | 0 | -1 | -6 | 3 | -1 | -9
Oc1ccc2ccccc2c1N=Nc1nccs1 | 13 | 1 | -5 | -10 | 21 | -37 | -4
CC(C)NC(=O)COCc1cc(-c2ccc3c(c2)OCO3)on1 | 7 | -1 | 0 | -1 | 5 | 16 | -1
C=C1CSc2nc(=O)c3c4c(sc3n21)CCCC4 | 4 | nt | nt | 3 | nt | -1 | -6
O=C(N[C@H]1CC[C@H](CCNS(=O)(=O)c2ccc(F)cc2)O[C@H]1CO)C1CCOCC1 | 2 | -2 | -1 | -8[16.7 µM] | -9 | 4 | 0
C[C@H]1CN([C@@H](C)CO)C(=O)Cc2cc(NC(=O)Nc3ccc4c(c3)OCO4)ccc2O[C@H]1CN(C)Cc1ccccc1 | 12 | -14 | 1 | -5[16.7 µM] | -42 | ? | -3
COc1cc(OC)cc(-c2c(-c3cccs3)c3cc(-c4cccc5[nH]ccc45)ccc3n2C)c1 | -1 | -2 | nt | 1 | 9 | 1 | 0
N#Cc1cc([N+](=O)[O-])ccc1NCCN1CCOCC1 | -1 | 5 | 5 | nt | nt | nt | nt
COc1cc2c(cc1OC)C(c1ccccc1)N(C(=O)c1cccc(S(C)(=O)=O)c1)CC2 (stereo not drawn) | 7 | -1 | -2 | 0 | -2 | -9 | nt
COc1ccc(NC(=O)CSc2nnnn2C2CCCC2)cc1S(=O)(=O)N1CCOCC1 | nt | 5 | nt | -11 | 5 | 9 | 0
CCCN1[C@@H]2c3ccc(-c4ccncc4)c(=O)n3C[C@@H]2[C@@H](CO)[C@@H]1C(=O)NCCCN1CCOCC1 | 0 | -1 | 3 | nt | -10 | 4 | -2
OCCN1CCN(c2cc(-c3ccc(CO)cc3)nc3ccnn23)CC1 | nt | 1 | nt | -4 | 1 | -7 | 0
C[C@H]1CN([C@@H](C)CO)S(=O)(=O)c2ccc(C3=CCCCC3)cc2O[C@@H]1CN(C)Cc1cncnc1 | 11 | -5 | 3 | -8[16.7 µM] | -50 | -1 | -1
N#C[C@@H]1[C@H](c2ccc(C3=CCCC3)cc2)[C@@H](CO)N1C(=O)C1CCC1 | 13 | 1 | 3 | nt | 4 | 4 | 2

Next part; the last four above are carried over.
SMILES | ARNT-TACC3 inh | ERp5 block | SIRT5 block | miR-122 sensor | C2C12 statin | esBAF inh | Cneo AK release
CCCN1[C@@H]2c3ccc(-c4ccncc4)c(=O)n3C[C@@H]2[C@@H](CO)[C@@H]1C(=O)NCCCN1CCOCC1 | 0 | -1 | 3 | nt | -10 | 4 | -2
OCCN1CCN(c2cc(-c3ccc(CO)cc3)nc3ccnn23)CC1 | nt | 1 | nt | -4 | 1 | -7 | 0
C[C@H]1CN([C@@H](C)CO)S(=O)(=O)c2ccc(C3=CCCCC3)cc2O[C@@H]1CN(C)Cc1cncnc1 | 11 | -5 | 3 | -8[16.7 µM] | -50 | -1 | -1
N#C[C@@H]1[C@H](c2ccc(C3=CCCC3)cc2)[C@@H](CO)N1C(=O)C1CCC1 | 13 | 1 | 3 | nt | 4 | 4 | 2
C[C@H]1CN([C@@H](C)CO)C(=O)Cc2cc(N(C)C)ccc2O[C@@H]1CN(C)C(=O)NC1CCCCC1 | nt | -3 | nt | -1[16.7 µM] | 4 | 1 | -2
CN(C)CCCN1C(=O)C(O)=C(C(=O)c2cc3ccccc3o2)C1c1ccccn1 (stereo not drawn) | -3 | 0 | 2 | -4 | nt | nt | 3
O=C(Cc1ccc(S(=O)(=O)N2CCOCC2)s1)N1CCN(S(=O)(=O)c2cccc(F)c2)CC1 | -4 | -7 | -3 | nt | 1 | 3 | 1
CC(C)C(NC(=O)OCc1ccccc1)C(=O)NC(Cc1ccc(O)cc1)C(=O)O (stereo not drawn) | -11 | 0 | -4 | -1 | 0 | -5 | 5
CC(C)Oc1ccc(/C(O)=C2/C(=O)C(=O)N(CCCn3ccnc3)C2c2cccnc2)cc1 (stereo not drawn) | -3 | -1 | -3 | nt | nt | nt | nt
CCCNC(=O)C[C@H]1CC[C@H]2[C@@H](COc3ccc(NC(=O)c4ccc(OC)cc4)cc3C(=O)N2C)O1 | 5 | nt | nt | -12[16.7 µM] | 8 | 1 | -5
CC(C)CC(=O)NC(NC(=O)CC(C)C)c1cccc([N+](=O)[O-])c1 | -2 | -5 | -4 | nt | nt | -2 | -1
Cc1noc(C)c1S(=O)(=O)Nc1ccc2c(c1)CC(=O)N([C@H](C)CO)C[C@H](C)[C@@H](CN(C)S(=O)(=O)c1ccc(Cl)cc1)O2 | nt | 8 | -2 | -1[16.7 µM] | 0 | -3 | -3
C[C@H](CO)N1C[C@H](C)[C@H](CN(C)C(=O)c2ccncc2)OCCCC[C@H](C)Oc2ccc(NC(=O)c3ccccc3)cc2C1=O | -13 | 1 | 4 | -4[16.7 µM] | nt | -1 | 5
COc1ccc(N2CCN(CCNC(=O)Nc3cccc(C)c3C)CC2)cc1 | -3 | 0 | -9 | -8 | 18 | 1 | 1
CC(/C=C/c1ccco1)=N\NC(=O)CNc1ccc2ccccc2c1 | 20 | -1 | 1 | nt | nt | nt | nt
CN1C(=O)c2cc(NS(=O)(=O)c3cccc(F)c3)ccc2OC[C@H]2O[C@H](CC(=O)O)CC[C@@H]21 | -8 | 2 | 3 | -7[16.7 µM] | -13 | 4 | -3
O=C(Cn1c(C(F)(F)F)nc2ccccc21)N/N=C/c1ccco1 | -4 | -1 | -4 | nt | nt | nt | nt
COc1ccccc1CNS(=O)(=O)c1ccc(-n2cnnn2)c(OC)c1 | -20 | -2 | 0 | nt | 8 | 3 | -1
O=C(Cn1c(=O)oc2cc(S(=O)(=O)N3CCOCC3)ccc21)N1CCc2ccccc2C1 | 4 | -9 | 4 | -3 | nt | 1 | -2
CCn1c2ccccc2c2cc(NC(=O)N3CCOCC3)ccc21 | -6 | nt | nt | 4 | nt | nt | 2
COc1ccc(CNC(=O)C2CCCN2S(=O)(=O)c2ccc(C)cc2)cc1 (stereo not drawn) | -9 | nt | nt | 0 | 2 | -1 | -2
CC(NC(=O)c1ccccc1[N+](=O)[O-])C1CC2CCC1C2 (stereo not drawn) | -5 | 3 | -1 | -9 | 1 | 2 | 1
Cc1cc(C(=O)NCc2ccco2)cs1 | 4 | 0 | -2 | -5 | 15 | -4 | 20

Assay outcomes deposited in PubChem BioAssay by Broad Institute.
